Compound activity (PubChem BioAssay)
TR SRC2 fluor cs: Texas Red fluorescence interference in TRb-SRC2 counter-screen; TRb/SRC2 Texas Red total fluorescence interference; Potency, µM (series often up to 106 µM), for the others: top-dose fluorescence change, negative = quenching; hit rate 0.29% among 280,000; AID 1479; active = well fitted curve in either direction with a large enough effect; inconclusive = small, poorly fitted or top-dose-only effect; also: % is scaled to controls: 0 for no effect and ±100 for the full control effect
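Human TRβ ligand-binding domain (0.6 uM) and Texas Red SRC2 peptide (20 nM) in Tris buffer with 1 uM T3 and 5% DMSO were incubated with pinned compound for 5 hr at ambient temperature. Total fluorescence was computed as S + 2P (555/632 nm).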
L3MBTL1 block: L3MBTL1 (human) inhibition; Q9Y468; AlphaScreen L3MBTL1–H3K9me1 peptide binding; Potency, µM (top dose mostly 57.1 µM), for the others: at the highest dose activity, negative = inhibition, hits mostly inhibitors; hit rate 0.66% among 230,000; also: % is scaled to controls: 0 for no effect and ±100 for the full control effect; nearly all actives have a fitted effect of over 60% in size
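L3MBTL1 (50 nM) pre-complexed 30 min with biotinylated H3(1-15)K9me1 peptide (75 nM), then compounds added for 30 min at room temperature; AlphaScreen streptavidin donor/nickel chelate acceptor beads (10 ug/mL final) read after 30 min dark incubation.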
Tau ThT inhib: blocks human tau fibril formation measured by thioflavin T; P10636; recombinant tau K18 P301L, heparin-induced fibrillization, ThT fluorescence; Potency, µM (top dose mostly 57.4 µM), without a hit: at the highest dose activity, negative = inhibition, most hits filed as inhibitors; hit rate 2.1% among 270,000; also: % is scaled to controls: 0 for no effect and ±100 for the full control effect; nearly all actives have a fitted effect of over 55% in size
Target sequence (P10636 561-689 P618L limits assumed): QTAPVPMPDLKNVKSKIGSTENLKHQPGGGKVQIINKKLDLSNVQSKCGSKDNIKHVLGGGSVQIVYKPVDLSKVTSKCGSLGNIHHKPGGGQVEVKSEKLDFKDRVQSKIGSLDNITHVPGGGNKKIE
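ThT emission at 510 nm, taken 1 hr after adding 30 uM dye, quantifies aggregates formed when 20 uM heparin acts on human tau K18 P301L for 6 hr at 37 C.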
Tau FP inhib: tau fibrillization inhibition (FP). hit rate 0.39% among 280,000. Potency, µM (titrated, usually from 57.7 µM), for inactives: at the highest dose activity, negative = inhibition, actives largely listed as inhibitors. K18 P301L tau heparin fibrillization, Alexa594 FP, 6 h. AID 1468; also: % is scaled to controls: 0 for no effect and ±100 for the full control effect; nearly all actives have a fitted effect of over 55% in size
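K18 P301L tau (15 uM unlabeled/0.24 uM Alexa 594-labeled, final) + compound + heparin 20 uM final; 100 mM NaOAc pH 7; 6 hr 37 C; ThT 30 uM final added, 1 hr RT; FP ex 555/em 632 nm.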
RECQ1 helicase: inhibitors of human RECQ1 DNA helicase. P46063. RECQ1 DNA unwinding, red fluorescence kinetic read. Potency, µM (titrated, usually from 57.3 µM), for inactives: at the highest dose activity, negative = inhibition, hits mostly inhibitors. hit rate 0.54% among 240,000. AID 2549;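 also: plate controls were vehicle for no effect and no enzyme for full effect; nearly all actives have a fitted effect of over 30% in size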
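50 nM RECQ1T1 preincubated 15 min with compound in Tris pH 8.0 buffer with MgCl2, DTT, Tween-20 and 2.5 ug/ml poly(dI-dC); started with 200 nM TAMRA/BHQ-2 forked duplex and 2 mM ATP. Unwinding read as fluorescence (525/598 nm), two reads 2 h apart.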
HTT ATP protect: protects HTT-Q103 PC12 cells, measured by ATP. hit rate 0.14% among 230,000. Potency, µM (top dose mostly 56.4 µM), inactives show cytoprotection (ATP increase), most hits filed as activators. AID 1471. PC12 HTT-Q103 induced, cytoprotection, ATP luminescence, 40 h;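 also: % of control where 0% means no effect; nearly all actives have a fitted effect of over 45% in size; toxic huntingtin expression switched on by the ecdysone agonist tebufenozide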
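Rat PC12, Q103 Htt exon1-GFP fusion, ecdysone promoter; tebufenozide inducer 100 nM final; compound titration; qHTS, 1500 cells/well; ATPlite luminescent read.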
TRb SRC2 PPI: disrupts binding of human TR beta to SRC2 | hit rate 0.065% among 280,000 | AID 1469 | TRbeta-SRC2 peptide binding, fluorescence polarization; receptor liganded with 1 µM T3 | Potency, µM (highest dose often 106 µM), for the others: top-dose activity change, negative = inhibition, actives largely listed as inhibitors;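 also: plate controls were bound peptide for no effect and peptide without receptor for full effect; nearly all actives have a fitted effect of over 50% in size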
Target sequence (P10828 whole entry, looked up): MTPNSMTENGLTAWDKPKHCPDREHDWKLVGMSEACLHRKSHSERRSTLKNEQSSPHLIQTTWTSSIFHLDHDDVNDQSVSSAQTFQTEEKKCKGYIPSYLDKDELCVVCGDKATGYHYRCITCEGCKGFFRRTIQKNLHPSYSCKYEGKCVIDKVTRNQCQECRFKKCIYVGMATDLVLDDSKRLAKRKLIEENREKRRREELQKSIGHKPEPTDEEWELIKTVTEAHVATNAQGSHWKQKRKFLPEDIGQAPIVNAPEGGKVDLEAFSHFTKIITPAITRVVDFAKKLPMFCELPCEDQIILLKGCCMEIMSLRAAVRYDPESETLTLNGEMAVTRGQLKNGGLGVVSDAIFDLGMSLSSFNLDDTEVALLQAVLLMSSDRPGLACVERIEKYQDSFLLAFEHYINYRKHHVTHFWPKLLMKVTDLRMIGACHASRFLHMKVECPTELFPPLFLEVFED
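Binding of a 20-amino-acid Texas Red SRC2 peptide (20 nM) to TRb ligand-binding domain (0.6 uM) with agonist T3 at 1 uM was followed by fluorescence polarization after a 5 hr room-temperature incubation.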
Tau fluor counter: counter-screen for tau fibril formation inhibitors | tau K18 P301L Alexa594 fluorescence, heparin fibrillization | Potency, µM (doses to about 57.7 µM), inactives show top-dose activity change, negative = decrease | hit rate 0.93% among 280,000; also: % is scaled to controls: 0 for no effect and ±100 for the full control effect; nearly all actives have a fitted effect of over 55% in size
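Human tau K18 P301L (15 uM unlabeled, 0.24 uM Alexa 594-labeled) in 100 mM sodium acetate pH 7 with 20 uM heparin, 6 hr at 37 C. ThT 30 uM added, 1 hr ambient; Alexa 594 FP and total fluorescence read at 555/632 nm.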
An asterisk follows results filed as active; i = inactive; ? = inconclusive; nt = no result given; & = joins results of further samples; [ ] = remark or other dose. Unless noted, calls follow the shape of the dose curve; as a rule, active = well fitted curve in the direction sought with a large enough effect; inconclusive = small, poorly fitted or top-dose-only effect, or another doubt; inactive = no such curve, though single readings can be large; an effect the other way counts as inactive or inconclusive. Potency is read from the fitted curve at half-maximal effect. Only part of the results is shown; count on the stated rates, not on these rows.

mol	TR SRC2 fluor cs	L3MBTL1 block	Tau ThT inhib	Tau FP inhib	RECQ1 helicase	HTT ATP protect	TRb SRC2 PPI	Tau fluor counter
Cc1nc(-c2ccc(S(=O)(=O)N(Cc3ccccc3)C(C)C)cc2)co1	-2%	nt	-14%	7%	nt	nt	0%	-27%
O=C(c1ccc(S(=O)(=O)N2CCCC2)cc1)N1CCC(CN2C(=O)c3cccc4cccc(c34)C2=O)CC1	-2%	-7%	-17%	9%	-6%	-26%[10 µM]	6%	-21%
CCN1C(c2ccccc2)=C(c2ccccc2)S/C1=C/C=C1\SC(=S)N(C)C1=O	18µM*[fluorescent]	?	?	-7%	?	25%[1.9 µM]	?	3.2µM*[fluorescent]
CCOC(=O)c1cc(S(=O)(=O)N2CCN(c3cccc(C)c3)C(C)C2)[nH]n1 (stereo unspecified)	-2%	nt	-7%	-4%	nt	nt	-6%	-16%
O=c1c2sc3ccccc3c2n(Cc2cccc(C(F)(F)F)c2)c(=O)n1Cc1ccco1	0%	nt	-11%	-12%	nt	nt	-10%	-4%
CCOc1ccc(N2C(=O)CC(N(C)Cc3ccccc3)C2=O)cc1 (stereo unspecified)	-11%	13%	-7%	-8%	-8%	nt	-7%	-14%
CSC1=C(C#N)C2(CCCC2)C(C#N)=C(N)N1	2%	2%	-9%	-1%	-8%	9%	-1%	-16%
Cc1ccnc2nc(C(=O)OCC(=O)NCCc3ccccc3)nn12	?	-4%	-3%	2%	-16%	11%[1.9 µM]	-3%	-4%
CCOC(=O)COc1ccc(S(=O)(=O)N2CCN(C(=O)OCC)CC2)cc1	0%	9%[11.4 µM]	3%	0%	i	-9%[0.074 µM]	-1%	1%
O=C(O)CCCNS(=O)(=O)c1ccc2c(c1)OCCCO2	-11%	10%	-3%	-10%	-1%	16%[10 µM]	7%	-3%
Cc1nn(-c2ccccc2)c(Cl)c1/C=C1/C(=N)N2N=C(C(C)C)SC2=NC1=O	-1%	3%	?	0%	-4%	nt	-1%	0%
CN(C)c1ccc(C(=O)N2CCCC2)cc1	2%	-6%	-3%	3%	-6%	-37%[inhibitor]	-10%	0%
Cc1ccc(OCCN2CCCCCC2)c(C)c1	0%	nt	-14%	9%	0%	18%	-5%	0%
COc1cc(NC(=O)Cn2ccsc2=N)cc(OC)c1	-2%	-5%	1%	-1%	-2%	17%[10 µM]	-9%	4%
Cc1c(NC(=O)c2cccs2)c(=O)n(-c2ccccc2)n1C	-1%	6%	-1%	1%	4%	12%[10 µM]	6%	-5%
c1ccc(Cn2c(NCc3ccncc3)nc3ccccc32)cc1	-4%	1%	-7%	?	-4%	15%[10 µM]	-2%	-11%
O=C(NC(=S)Nc1ccc(NC(=O)c2cccs2)cc1)c1cc2ccccc2o1	-2%	3%	?	?	i	nt	1%	-18%
COC(=O)c1nn(-c2ccc(C)cc2)c2nnc(Cc3ccccc3)c(=O)n12	-4%	9%	5%	0%	3%	nt	0%	3%
O=c1[nH]n(-c2ccccc2)c(=O)c(Cl)c1Cl	0%	5%	-10%	4%	i	-12%	2%	-4%
CCc1ccc(-c2nc(-c3ccncc3)no2)cc1	-3%	-4%	?	-2%	i	-40%[inhibitor]	1%	-16%
COC(=O)CN1C2=NCCCN2c2ccccc21	0%	42%	8%	6%	i	8%[10 µM]	-5%	13%
O=C(Nc1nnc(-c2cccs2)o1)C1CC1	-1%	2%	-10%	-4%	?	-14%[10 µM]	-6%	-8%
COc1ccc(Br)cc1S(=O)(=O)N1CCCC1	0%	-2%	1%	-5%	i	8%[10 µM]	-1%	-6%
Cc1ccc([N+](=O)[O-])cc1N=C(c1ccc([N+](=O)[O-])cc1)N1CCOCC1	-8%	-8%	-2%	0%	i	-33%[0.074 µM]	-19%	-16%
Cc1ccc(C2(c3noc(CN4CCOCC4)n3)CCCC2)cc1	-1%	8%	-3%	-2%	-11%	3%	-2%	2%

Some of the entries so far, with two lines to a compound.
Order of values – TR SRC2 fluor cs | L3MBTL1 block | Tau ThT inhib | Tau FP inhib | RECQ1 helicase | HTT ATP protect | TRb SRC2 PPI | Tau fluor counter
> Cc1nc(-c2ccc(S(=O)(=O)N(Cc3ccccc3)C(C)C)cc2)co1
 : -2% | nt | -14% | 7% | nt | nt | 0% | -27%
> O=C(c1ccc(S(=O)(=O)N2CCCC2)cc1)N1CCC(CN2C(=O)c3cccc4cccc(c34)C2=O)CC1
 : -2% | -7% | -17% | 9% | -6% | -26%[10 µM] | 6% | -21%
> CCN1C(c2ccccc2)=C(c2ccccc2)S/C1=C/C=C1\SC(=S)N(C)C1=O
 : 18µM*[fluorescent] | ? | ? | -7% | ? | 25%[1.9 µM] | ? | 3.2µM*[fluorescent]
> CCOC(=O)c1cc(S(=O)(=O)N2CCN(c3cccc(C)c3)C(C)C2)[nH]n1 (stereo unspecified)
 : -2% | nt | -7% | -4% | nt | nt | -6% | -16%
> O=c1c2sc3ccccc3c2n(Cc2cccc(C(F)(F)F)c2)c(=O)n1Cc1ccco1
 : 0% | nt | -11% | -12% | nt | nt | -10% | -4%
> CCOc1ccc(N2C(=O)CC(N(C)Cc3ccccc3)C2=O)cc1 (stereo unspecified)
 : -11% | 13% | -7% | -8% | -8% | nt | -7% | -14%
> CSC1=C(C#N)C2(CCCC2)C(C#N)=C(N)N1
 : 2% | 2% | -9% | -1% | -8% | 9% | -1% | -16%
> Cc1ccnc2nc(C(=O)OCC(=O)NCCc3ccccc3)nn12
 : ? | -4% | -3% | 2% | -16% | 11%[1.9 µM] | -3% | -4%
> CCOC(=O)COc1ccc(S(=O)(=O)N2CCN(C(=O)OCC)CC2)cc1
 : 0% | 9%[11.4 µM] | 3% | 0% | i | -9%[0.074 µM] | -1% | 1%
> O=C(O)CCCNS(=O)(=O)c1ccc2c(c1)OCCCO2
 : -11% | 10% | -3% | -10% | -1% | 16%[10 µM] | 7% | -3%
> Cc1nn(-c2ccccc2)c(Cl)c1/C=C1/C(=N)N2N=C(C(C)C)SC2=NC1=O
 : -1% | 3% | ? | 0% | -4% | nt | -1% | 0%
> CN(C)c1ccc(C(=O)N2CCCC2)cc1
 : 2% | -6% | -3% | 3% | -6% | -37%[inhibitor] | -10% | 0%
> Cc1ccc(OCCN2CCCCCC2)c(C)c1
 : 0% | nt | -14% | 9% | 0% | 18% | -5% | 0%

Next records follow:
mol	TR SRC2 fluor cs	L3MBTL1 block	Tau ThT inhib	Tau FP inhib	RECQ1 helicase	HTT ATP protect	TRb SRC2 PPI	Tau fluor counter
CC(C)OC(=O)c1cc2c(ccn2-c2ccc(F)cc2)n1CC(=O)N1CCN(C(=O)c2ccco2)CC1	-3%	nt	nt	12%	-15%	-7%[10 µM]	-4%	?
Cc1nn(CC(=O)Nc2ccccn2)c(C)c1[N+](=O)[O-]	-5%	2%	12%	-1%	-18%	7%	-3%	-2%
CSc1nnc(-c2ccc(O)cc2)n1C	-2%	-1%	3%	-1%	i	-2%[10 µM]	-13%	4%
CCOC(=O)N1CCN(CCC(=O)Nc2ccc(OC)cc2)CC1	2%	nt	4%	6%	i	-13%	-13%	7%
CCCN(CCC)C(=O)c1c2c(nc3ccccc13)C(=O)N(C1CCCCC1)C2	-3%	nt	-2%	-5%	nt	nt	-5%	-2%
CSc1nc(C)c2c(n1)N(c1cccc(C)c1)CC2	-4%	9%	?	-3%	-7%	-34%	-2%	-12%
Oc1cc2c(cc1O)CN(C(=S)NCCc1ccc(Cl)cc1)CCC2	3%&0%&-3%	?	?	2%&0%&-4%	-24%&-13%&-21%	2%	-1%&-1%&-8%	10µM*[quencher]
CCS(=O)(=O)c1nc(S(=O)(=O)c2ccc(Cl)cc2)c(NCc2ccco2)s1	0%	-11%	-1%	-2%	-4%	-17%[10 µM]	3%	-14%
COc1ccc(N2C(=O)CC(Sc3n[nH]c(-c4cccc(C)c4)n3)C2=O)cc1 (stereo unspecified)	-2%	45%[activator]	?	6%	-4%	-17%[10 µM]	-1%	-25%
COc1ccc([C@@H]2C[C@H]3CN(c4ccccc4)C(=O)[C@]34CCCN24)c(OC)c1OC	-3%	11%	1%	8%	i	23%[10 µM]	-7%	14%
COc1cccc(-n2cn[nH]c2=S)c1	0%	nt	-9%	-3%	-3%	-14%	1%	-9%
O=C(Cc1ccc(Cl)cc1)Nc1ccc(N2CCCC2)cc1	-4%	nt	?	5%	-7%	0%	2%	-15%
CC1CCC(NC(=O)CN(C)S(=O)(=O)c2cnc[nH]2)CC1 (stereo unspecified)	0%	nt	-2%	-12%	-1%	-5%	-1%	-7%
Cc1ccc(C)c2[nH]c(=O)c(CN(CC3CCCO3)C(=S)NCc3ccco3)cc12 (stereo unspecified)	-1%	nt	nt	-6%	-2%	2%[10 µM]	-2%	-27%
Cc1c(C(=O)NCCCc2ccccc2)cccc1[N+](=O)[O-]	-1%	-9%	-6%	-1%	-3%	-22%[10 µM]	1%	-13%
COC(=O)c1ccc(NC(=S)NCCc2ccc(OC)cc2)cc1	3%	4%	-1%	?	i	-3%[10 µM]	-3%	-25%
O=C(NNC(=S)Nc1ccc(F)c(Cl)c1)C1CC1	-3%	6%	-4%	0%	0%	20%	7%	-3%
Cc1cc[n+](CC2OCc3ccccc3CO2)cc1	-1%	12%	-11%	-3%	-2%	8%[10 µM]	-3%	-16%
O=C(CN(c1ccc(Cl)c(C(F)(F)F)c1)S(=O)(=O)c1ccccc1)Nc1cccnc1	-12%	nt	-10%	-20%	nt	nt	-4%	?
